Tau fluor cs = counter-screen for tau fibril formation inhibitors; tau K18 P301L Alexa594 fluorescence, heparin fibrillization; Potency, µM (highest dose often 57.7 µM), for the others: top-dose activity change, negative = decrease; actives 0.93% (n = 280,000); further: on the % scale 0 is the no-effect control and ±100 the full control effect; nearly all actives have a fitted effect of over 55% in size
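Human K18 P301L tau (15 uM unlabeled plus 0.24 uM Alexa 594-labeled, final) in 100 mM sodium acetate pH 7 was mixed with compound and 20 uM heparin and incubated 6 hr at 37 C.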
KDM4E inh = inhibitors of human JMJD2E histone demethylase; Potency, µM (doses to about 57.1 µM), for inactives: top-dose activity change, negative = inhibition, actives largely listed as inhibitors; actives 1.6% (n = 230,000); B2RXH2; JMJD2E catalytic domain, FDH-coupled NADH fluorescence (FDH is formaldehyde dehydrogenase); active means well fitted inhibition curve with a large enough effect, not every such curve was filed as active; inconclusive means small, poorly fitted or top-dose-only effect, or another doubt; inactive means no such curve, though single readings can be large or run the other way;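 further: 0% = wells with enzyme and -100% = buffer wells without enzyme; nearly all actives have a fitted effect of over 50% in size; many of its hits are not listed in these tables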
Target sequence (B2RXH2 1-337 limits assumed): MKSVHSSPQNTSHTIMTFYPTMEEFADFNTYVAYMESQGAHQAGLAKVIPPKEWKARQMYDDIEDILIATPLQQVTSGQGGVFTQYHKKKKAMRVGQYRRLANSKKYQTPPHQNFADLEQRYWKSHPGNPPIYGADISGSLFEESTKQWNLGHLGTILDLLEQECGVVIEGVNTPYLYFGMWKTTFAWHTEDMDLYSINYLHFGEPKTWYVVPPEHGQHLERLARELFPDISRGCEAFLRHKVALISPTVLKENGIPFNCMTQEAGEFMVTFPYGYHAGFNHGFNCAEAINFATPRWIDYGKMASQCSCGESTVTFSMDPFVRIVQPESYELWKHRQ
Tau FP inhib = blocks human tau fibril formation measured by polarization. P10636. K18 P301L tau heparin fibrillization, Alexa594 FP, 6 h. AID 1468. Potency, µM (highest dose often 57.7 µM), for inactives: at the top dose activity, negative = inhibition, most hits filed as inhibitors. actives 0.39% (n = 280,000); further: on the % scale 0 is the no-effect control and ±100 the full control effect; nearly all actives have a fitted effect of over 55% in size
Target sequence (P10636 561-689 P618L limits assumed): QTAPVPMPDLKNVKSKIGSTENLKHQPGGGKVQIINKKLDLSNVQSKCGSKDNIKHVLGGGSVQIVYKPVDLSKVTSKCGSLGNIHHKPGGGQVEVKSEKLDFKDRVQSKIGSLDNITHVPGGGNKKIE
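Steps: dispense K18 P301L tau (15 uM plus 0.24 uM Alexa 594 tracer, final) in pH 7 sodium acetate; add compound; add heparin (20 uM final); incubate 6 hr, 37 C; add ThT (30 uM final); after 1 hr ambient, read FP.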
SMN2 splice enh = increases expression of the SMN2 splice variant; HEK293 SMN2-luciferase splicing reporter, luminescence, 30-36 h; Potency, µM (doses to about 46.1 µM), for the others: at the highest dose activity change, positive = activation, hits mostly activators; actives 2.8% (n = 210,000); further: % of control where 0% means no effect; nearly all actives have a fitted effect of over 55% in size
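HEK293 cells carry an SMN2 […]–luciferase reporter in which exon 7 inclusion puts luciferase in frame. Cells were plated 10-12 h before compound addition, then incubated 30-36 h at 37C. ONE-Glo luminescence was read; sodium butyrate at 4.5 mM final served as control.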
HTT aggregate = reduces HttQ103-GFP aggregates in PC12 cells | Potency, µM (titrated, usually from 46.1 µM), for inactives: at the top dose activity change, negative = inhibition, actives largely listed as inhibitors | PC12 HttQ103-GFP aggregates, Acumen cytometry, 40 h | AID 1688 | actives 1.1% (n = 220,000); further: on the % scale 0 is the no-effect control and ±100 the full control effect; nearly all actives have a fitted effect of over 60% in size
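Aggregates are detected as GFP objects 1–25 µm with signal 6 STDEV over background in lysates of induced PC12 cells. These carry Huntingtin exon 1 with 103 glutamines fused to GFP under an ecdysone promoter; compounds titrated.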
HTT ATP protect = cytoprotection in Huntington HTT-Q103 PC12 cell model. PC12 HTT-Q103 induced, cytoprotection, ATP luminescence, 40 h. actives 0.14% (n = 230,000). Potency, µM (top dose mostly 56.4 µM), without a hit: cytoprotection (ATP increase), usual class: activators;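 further: % of control where 0% means no effect; nearly all actives have a fitted effect of over 45% in size; toxic huntingtin expression switched on by the ecdysone agonist tebufenozide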
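ATP quantification (ATPlite) reports survival of PC12 cells in which tebufenozide, 100 nM final, switches on Htt exon 1 with 103 glutamines linked to GFP; compounds are titrated.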
Tau fibril ThT = tau fibrillization inhibition (ThT binding); recombinant tau K18 P301L (four-repeat tau fragment), heparin-induced fibrillization, ThT fluorescence; P10636; actives 2.1% (n = 270,000); Potency, µM (highest dose often 57.4 µM), for the others: at the highest dose activity, negative = inhibition, usual class: inhibitors; AID 1460; further: on the % scale 0 is the no-effect control and ±100 the full control effect; nearly all actives have a fitted effect of over 55% in size
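K18 P301L tau (15 uM + 0.24 uM Alexa 594-tagged), heparin 20 uM, NaOAc pH 7, 6 h 37 C; ThT 30 uM, 1 h RT, ex 450/em 510 nm.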
ALDH1A1 block = ALDH1A1 (human) enzyme inhibition; P00352; Purified ALDH1A1, NADH fluorescence, propionaldehyde substrate; Potency, µM (top dose mostly 75.3 µM), inactives show at the highest dose activity, negative = inhibition, actives largely listed as inhibitors; actives 7.3% (n = 220,000); AID 1030; active means well fitted inhibition curve with a large enough effect, not every such curve was filed as active; inconclusive means small, poorly fitted or top-dose-only effect, or another doubt; inactive means no such curve, though single readings can be large or run the other way;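 further: plate controls were no enzyme wells and a reference inhibitor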
Target sequence (P00352 whole entry, looked up): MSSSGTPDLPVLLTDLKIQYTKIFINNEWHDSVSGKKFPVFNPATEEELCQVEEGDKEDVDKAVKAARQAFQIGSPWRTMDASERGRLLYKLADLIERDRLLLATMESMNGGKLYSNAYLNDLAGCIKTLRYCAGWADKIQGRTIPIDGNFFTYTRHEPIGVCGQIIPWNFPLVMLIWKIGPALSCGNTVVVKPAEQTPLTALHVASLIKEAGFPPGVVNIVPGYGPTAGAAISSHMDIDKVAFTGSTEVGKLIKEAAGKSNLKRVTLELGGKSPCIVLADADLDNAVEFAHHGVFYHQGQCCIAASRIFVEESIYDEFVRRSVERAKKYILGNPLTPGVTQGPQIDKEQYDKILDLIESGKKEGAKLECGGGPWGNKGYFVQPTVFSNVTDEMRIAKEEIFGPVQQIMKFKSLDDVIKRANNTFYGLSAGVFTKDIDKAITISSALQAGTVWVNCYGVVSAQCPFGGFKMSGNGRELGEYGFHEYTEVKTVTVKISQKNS
* = called active by the depositor; u = inconclusive; x = not tested or not shown; [ ] = another dose, or the depositor's remark. Unless noted, the call rests on the fitted dose curve; in most records, active means well fitted curve in the direction sought with a large enough effect; inconclusive means small, poorly fitted or top-dose-only effect, or another doubt; inactive means no such curve, though single readings can be large; an effect the other way counts as inactive or inconclusive. Potency means the concentration at half of the fitted maximal effect. The list is partial. The share of hits here may be higher or lower than overall.

SMILES	Tau fluor cs	KDM4E inh	Tau FP inhib	SMN2 splice enh	HTT aggregate	HTT ATP protect	Tau fibril ThT	ALDH1A1 block
Cc1cc(C)n2cc(CSc3nc4cc(Cl)ccc4o3)nc2n1	-2%	u	-3%	-16%	-8%	-5%	-6%	u
COC(=O)C1C(=O)c2c([nH]c(C(=O)OC3CCCCCC3)c2C)CC1C (stereo unspecified)	-8%	-5%	-3%	u	0.001µM*	x	-12%	u
Cc1c(NC(=O)c2cc3ccccc3o2)c(=O)n(-c2ccccc2)n1C	-2%	2%	-6%	-4%	-4%	-11%	6%	0%
CC(C)(C)n1nnnc1C(c1cccnc1)N1CCN(c2ccccn2)CC1 (stereo unspecified)	6%[2.34 µM]	1%	-3%	x	-9%[9.22 µM]	0%[10 µM]	-4%	8%
COc1ccccc1C(=O)C1CCCN(C(=O)Nc2ccccc2F)C1 (stereo unspecified)	-5%	4%	0%	x	4%[9.22 µM]	-9%[10 µM]	-10%	10%
COc1ccc(C(=O)NCCSCc2ccco2)cc1OC	1%	1%	-2%	-9%	-15%	-5%[10 µM]	2%	-3%
Cc1cc(C(=O)Nc2ccc3c(c2)OCCO3)c(C)o1	-1%	1%	8%	11µM*	-3%	-24%[10 µM]	-10%	0%
Cc1nc2nc(CSc3ccc(Cl)cc3)cc(=O)n2[nH]1	0%	-1%	6%	16%	-26%	26%[10 µM]	1%	5%
Cc1cc(C(=O)OCC(=O)N2CC(=O)Nc3ccccc32)c(C)n1-c1ccccc1	u	5%	-1%	-35%[inhibitor]	16%	7%[10 µM]	-17%	-15%
CCN(CC)CCC(=O)Nc1cccc2c1C(=O)c1ccccc1C2=O	u	-11%	10%	x	-33%[9.22 µM]	-39%[10 µM]	u	u
CNC(=O)c1ccsc1NC(=O)c1ccc2c(c1)CCCC2	u	u	u	11µM*	-15%	x	-7%	u
COc1ccccc1NC(=O)CN1CC(=O)Nc2ccccc21	0%	u	4%	8%	10%	-15%	-9%	3.5µM*
CCC(N1CCOC1=O)S(=O)(=O)c1ccc(C)cc1 (stereo unspecified)	-5%	3%	-5%	23%	5%	6%	-5%	4%
CCOC(=O)c1ccc(N2C(=O)CC(N3CCN(C/C=C/c4ccccc4)CC3)C2=O)cc1 (stereo unspecified)	-1%	2%	0%	-12%	-1%	10%	-5%	-15%
COc1ccc(-n2c(SCC(=O)N3CCCC(C)C3)nnc2-c2cccnc2)cc1 (stereo unspecified)	1%	-12%	-4%	x	17%	-16%[10 µM]	-4%	u
O=C(COC(=O)CNS(=O)(=O)c1ccc2ccccc2c1)Nc1ccc2c(c1)OCO2	-28%	4%	1%	6%	-15%	0%[1.9 µM]	-10%	-5%
CCCCNCc1cc(OCC)c(OCC(N)=O)cc1Br	-7%	5%	-2%	1%	8%	8%	-7%	-2%
O=[N+]([O-])c1ccccc1NC1CCN(Cc2ccccc2)CC1	-15%	-29%	0%	x	17%[9.22 µM]	7%[10 µM]	x	x
COc1ccc(NC(=O)/C(C#N)=C\C=C\c2ccco2)cc1	-9%	6%	13%	24%	27%	u	2.5µM*	5%
CC(=O)c1nnn(-c2ccc(F)cc2F)c1C	-15%	3%	-2%	x	2%[9.22 µM]	-7%[10 µM]	-11%	x
CCOc1ccc(-c2nonc2NC(=O)COc2c(C)cc(C)cc2C)cc1OCC	4%	x	0%	1%	x	x	1%	x
CC(=O)c1cc(C#N)c(SCc2ccc(F)cc2)nc1C	-8%	10%	0%	16%	4%	-19%	4%	-7%
COc1cc(OC)cc(C(=O)N[C@H](C(=O)Nc2nc3ccccc3[nH]2)C(C)C)c1	4%	-5%	-13%	-16%	-13%	-86%[inhibitor][10 µM]	-4%	0%
O=C(COC(=O)c1ccccc1Nc1ccccc1)Nc1ccccc1	-26%	u	-9%	-19%	6%	5%[10 µM]	-2%	u
CCCn1c(-c2ccc[nH]c2=O)nc2cc(C)c(C)cc21	0%	u	0%	x	-20%	-113%[inhibitor]	4%	u
CC(O)CN(Cc1ccc(Cl)cc1)CC(C)O (stereo unspecified)	1%	-12%	5%	-3%	15%	-4%	-3%	-6%
Cc1cccc(NC(=O)CN2C(=O)N/C(=C/c3cc(C)n(-c4cccnc4)c3C)C2=O)c1	-15%	18µM*	7%	-50%[inhibitor]	1%	-19%	-11%	-9%
COC(=O)c1cc(NC(=O)CC2C(=O)NCCN2C(=O)c2ccc(F)cc2)cc(C(=O)OC)c1 (stereo unspecified)	-3%	2%	4%	10µM*	-6%	6%	-9%	u
Cc1oc(S(=O)(=O)N2CCOCC2)cc1C(=O)Nc1ccc(F)cc1	-9%	-3%	1%	x	-13%[9.22 µM]	11%[10 µM]	-4%	x
Cc1cc(C)n(C(=O)C2CCCN2S(=O)(=O)c2ccc(Cl)cc2)n1 (stereo unspecified)	-11%	6%	2%	-12%	10%	-1%	-16%	-3%
Cc1ccccc1-c1c(C)oc2cc(O)ccc2c1=O	-1%	u	3%	-20%	-10%	-5%	-4%	u
CCOC(=O)N1CCN(C(=O)CCCn2c(=S)[nH]c3ccccc3c2=O)CC1	1%	-1%	1%	-8%	5%	18%[0.074 µM]	-16%	-5%
O=C(COc1cccnc1[N+](=O)[O-])N1CCc2ccccc2C1	3%	2%	4%	6%	-5%	-31%	11%	-7%
Cc1cccc(C)c1NC(=S)N/N=C/c1ccc(C(=O)O)cc1	-10%	-12%	3%	x	23%[9.22 µM]	-5%[10 µM]	-10%	x
CCOP(=O)(OCC)C(C)(C)NC(=O)Nc1ccc(Cl)c(Cl)c1	-16%	1%	-2%	x	0%[9.22 µM]	0%[10 µM]	1%	x
CCC(=O)c1c(NCCc2ccccc2)cc(C)oc1=O	-4%	-11%	-3%	-11%	-9%	-47%[inhibitor]	-3%	u
O=C(NCC(=O)N(Cc1ccccc1)C(C(=O)NCC1CCCO1)c1ccccc1)c1cccs1 (stereo unspecified)	-10%	0%	0%	-19%	14%	9%[10 µM]	-15%	-3%
COc1ccc(/C=N/Nc2nonc2N)cc1OC	8%	2%	-4%	23%	-2%	7%[10 µM]	11%	u
CCOP(=O)(OCC)/C(=N/OC(=O)c1ccc(Cl)cc1Cl)C(N)=O	7%	-5%	-3%	x	-10%[9.22 µM]	4%[10 µM]	-10%	x
Cc1ccc(S(=O)(=O)N2CCN(C(=O)CC(C)C)CC2)cc1	13%[2.34 µM]	4%	4%[2.34 µM]	x	28%[9.22 µM]	2%[10 µM]	-1%	-14%

Arranged by formula weight (lowest first): part of the list above
SMILES	Tau fluor cs	KDM4E inh	Tau FP inhib	SMN2 splice enh	HTT aggregate	HTT ATP protect	Tau fibril ThT	ALDH1A1 block
Cc1ccccc1-c1c(C)oc2cc(O)ccc2c1=O	-1%	u	3%	-20%	-10%	-5%	-4%	u
CCC(=O)c1c(NCCc2ccccc2)cc(C)oc1=O	-4%	-11%	-3%	-11%	-9%	-47%[inhibitor]	-3%	u
O=C(COc1cccnc1[N+](=O)[O-])N1CCc2ccccc2C1	3%	2%	4%	6%	-5%	-31%	11%	-7%
Cc1cccc(C)c1NC(=S)N/N=C/c1ccc(C(=O)O)cc1	-10%	-12%	3%	x	23%[9.22 µM]	-5%[10 µM]	-10%	x
Cc1cc(C)n(C(=O)C2CCCN2S(=O)(=O)c2ccc(Cl)cc2)n1 (stereo unspecified)	-11%	6%	2%	-12%	10%	-1%	-16%	-3%
CCOP(=O)(OCC)/C(=N/OC(=O)c1ccc(Cl)cc1Cl)C(N)=O	7%	-5%	-3%	x	-10%[9.22 µM]	4%[10 µM]	-10%	x
CCOC(=O)N1CCN(C(=O)CCCn2c(=S)[nH]c3ccccc3c2=O)CC1	1%	-1%	1%	-8%	5%	18%[0.074 µM]	-16%	-5%
O=C(NCC(=O)N(Cc1ccccc1)C(C(=O)NCC1CCCO1)c1ccccc1)c1cccs1 (stereo unspecified)	-10%	0%	0%	-19%	14%	9%[10 µM]	-15%	-3%

More entries follow.
SMILES	Tau fluor cs	KDM4E inh	Tau FP inhib	SMN2 splice enh	HTT aggregate	HTT ATP protect	Tau fibril ThT	ALDH1A1 block
O=S(=O)(Nc1nc2ccccc2nc1N1CCN(c2ccccc2)CC1)c1ccc(F)cc1	-28%	-7%	8%	-22%	u	x	u	-7%
CCCCN1CC(C(=O)NCc2ccc(C)cc2)CC1=O (stereo unspecified)	-8%	5%	-1%	-1%	23%[9.22 µM]	9%	-7%	6%
CC(=O)c1sc2c(c1C)c(=O)n(-c1ccc(Cl)cc1)c(=O)n2Cc1ccc(Cl)cc1	-17%	x	-17%	3%	x	x	-7%	x
COc1ccc(O[C@H]2C=C[C@@H](c3ccccc3)O[C@H]2COC(=O)CC/C(C)=N\O[C@@H](C)CN2CCCc3nc(C)c(C)cc32)cc1	-10%[11.6 µM]	x	0%[11.6 µM]	x	x	-11%[10 µM]	-11%[11.5 µM]	-10%[13.5 µM]
CN(C)S(=O)(=O)c1ccc(Cl)c(C(=O)NCc2ccco2)c1	-10%	2%	-8%	-30%[inhibitor]	21%	-6%[10 µM]	-10%	u
CNC(=S)N(Cc1cc2cc(OC)c(OC)cc2[nH]c1=O)C1CCCC1	-2%	u	3%	x	-8%[9.22 µM]	2%[10 µM]	1%	u
C#CCOCCOCCOCCNc1nc(N2CCN(C(=O)[C@H]([C@@H](C)CC)n3cc([C@@H](N)Cc4ccc(O)cc4)nn3)CC2)nc(N2CCN(C(=O)[C@H]([C@@H](C)CC)n3cc([C@@H](N)Cc4ccc(O)cc4)nn3)CC2)n1	-12%	1%	8%	x	21%[9.22 µM]	24%[10 µM]	u	-2%
CCN(NC(=O)C(O)(c1ccc(F)cc1)c1ccc(F)cc1)C(=O)c1ccccc1	-1%	6%	-2%	0%	13%	-5%[1.9 µM]	2%	-19%
COC(=O)c1ccccc1NC(=O)c1ccc(-c2ccc(Br)cc2)o1	-5%	3.5µM*	-2%	28%	14%	-56%[inhibitor]	-16%	u
Nc1nc(Br)c2c(F)cccc2c1-c1ccc(F)cc1	-16%	-30%	-4%	-19%	-23%	-25%	-15%	u
CCN(C(=O)c1ccc2c(=O)n3c(nc2c1)CCCCC3)c1cc(C)ccc1C	-1%	x	3%	18%	x	x	0%	x

From PubChem
